# Compound activity (PubChem)
# ER stress surv – protection against thapsigargin ER stress killing – CSM14.1 cells, ATP luminescence, primary screen; CSM14.1 thapsigargin ER stress survival; relative survival (cellular ATP), % at 15 µg/mL (by protocol); 48,000 tested, 0.33% active; AID 1010, 2008;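 active = survival measured by cellular ATP above 50% at 15 µg/ml in the first screen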;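 note: cell death triggered by about 15 µM thapsigargin; ATP read 24 h after thapsigargin was added; plate controls were thapsigargin with DMSO for no effect and DMSO without thapsigargin for full effect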
# The depositor's hits bear a star. Not all compounds are listed; rates above refer to the full screens.
compound,ER stress surv
COc1ccccc1CN1CCN(S(=O)(=O)c2ccccc2)CC1,-2
O=C(O)c1cc(-c2ccc([N+](=O)[O-])o2)c(Cl)cc1Cl,-2
NC1=NC(=O)C(CC(=O)Nc2ccc(C(=O)O)cc2)S1 (stereo not drawn),-2
COc1ccc(NC(=O)C(=O)NCc2ccc(C)cc2)cc1,5
O=C(c1ccc(F)cc1)N1CCN(c2c(Cl)cccc2[N+](=O)[O-])CC1,-2
Cc1ccc(NC(=O)c2ccc(-c3ccc(Br)cc3)o2)c([N+](=O)[O-])c1,2
O=C1c2cccnc2C(=O)N1c1cccc(-c2nc3ccccc3o2)c1,-2
COc1ccc(-c2cc(C(=O)NC(C)C)c3ccccc3n2)cc1OC,-3
COc1ccc(C2Nc3ccccc3C(=O)N2Cc2ccco2)cc1Cn1cc([N+](=O)[O-])cn1 (stereo not drawn),4
COc1ccccc1C(=O)N1CCN(Cc2ccccc2[N+](=O)[O-])CC1,3
COc1ccccc1NC(=O)N1CCCc2ccccc21,-3
COc1ccc(Br)cc1CN1CCN(C(=O)CC(C)C)CC1,-3

# (next part)
compound,ER stress surv
CC(C)=CC1C(CNC(=O)C(Cl)(Cl)Cl)C1(C)C (stereo not drawn),0
O=C(CC(c1ccccc1)c1ccccc1)Nc1nncs1,11
C/C(=C(\C#N)C(=O)NC1CCCCC1)N(C)C,8
Cc1ccc(N=C2NC(=O)/C(=C/c3cccc(O)c3)S2)cc1Cl,-2
COc1ccc(S(=O)(=O)N2CCN(Cc3ccc4c(c3)OCO4)CC2)cc1,0
COc1ccc(N2C(=O)NC(=O)/C(=C\c3cc(C)n(-c4cccc([N+](=O)[O-])c4)c3C)C2=O)cc1,0
Cc1cc(C)c2oc(-c3cccc(NC(=O)COc4ccccc4[N+](=O)[O-])c3)nc2c1,-2
CCOC(=O)CCC(NC(=O)c1ccc(Cl)cc1)C(=O)OCC (stereo not drawn),-3
CCCCNC(=O)c1c(O)c2ccccc2n(C)c1=O,2
CCCOC(=O)c1cccc(NC(=O)/C=C/c2ccc(Cl)cc2)c1,-3
COC(=O)C1=C(C)N(Cc2ccco2)C(=O)/C1=C\c1ccc(OC)c([N+](=O)[O-])c1,6
COC(=O)CCN1C(=O)/C(=C\c2cc(Br)c(O)c(OC)c2)SC1=S,11

# The list continues:
compound,ER stress surv
Cc1ccc(/C=C(\C#N)c2nc(-c3ccc(C)c(C)c3)cs2)o1,14
COc1ccc2c(c1)/C(=N/OC(=O)c1cccs1)CCC2,-1
O=C(Nc1ccccc1C(=O)NCc1ccco1)c1ccccc1,1
CC1=C(C(=O)OCCOc2ccccc2)C(c2ccsc2)NC(=O)N1C (stereo not drawn),1
CCN1C(=O)/C(=C\c2ccc(Br)cc2)SC1=S,0
CCOc1cc(OCC)cc(C(=O)Nc2ccc3oc(-c4cccc(F)c4)nc3c2)c1,11
COc1ccccc1NC(=O)C1=C(C)NC(SCC(=O)c2ccccc2)=C(C#N)C1c1ccccc1Cl (stereo not drawn),14
C(=N\N=C(c1ccccc1)c1ccccc1)/c1cccnc1,3
Cc1nc(-c2ccccc2)sc1C(N)=O,8
COc1ccc(CC(Cc2nc3ccccc3[nH]2)c2nc3ccccc3[nH]2)cc1 (stereo not drawn),-5
CSc1ccccc1N1C(=O)C2CC(C)=C(C)CC2C1=O (stereo not drawn),2
CC1(C)OC2(NC1=O)C1CC3CC(C1)CC2C3 (stereo not drawn),8

# Reformatted as labelled records: part of the list above.
CCOc1cc(OCC)cc(C(=O)Nc2ccc3oc(-c4cccc(F)c4)nc3c2)c1
  ER stress surv: 11
C(=N\N=C(c1ccccc1)c1ccccc1)/c1cccnc1
  ER stress surv: 3
COc1ccccc1NC(=O)C1=C(C)NC(SCC(=O)c2ccccc2)=C(C#N)C1c1ccccc1Cl (stereo not drawn)
  ER stress surv: 14
COc1ccc2c(c1)/C(=N/OC(=O)c1cccs1)CCC2
  ER stress surv: -1

# Next entries follow.
compound,ER stress surv
COc1ccc(C(=O)NCC2CCCO2)cc1I (stereo not drawn),2
O=C1N=c2ccc(Cl)cc2=C1c1sc(=S)n(Cc2ccccc2)c1O,12
CCOc1ccc(C=C2C(=O)c3ccccc3C2=O)cc1Cl,5
O=C1CCCCC1C(Nc1ccc2ncccc2c1)c1ccc(F)cc1 (stereo not drawn),-4
Cc1ccc(OCC(=O)Nc2cc(C(F)(F)F)cc(C(F)(F)F)c2)cc1C,2
COc1ccc2c(c1)cc(C(=O)NN)n2C,-5
Cc1cccc(C(C)C)c1NC(=O)c1cc2ccccc2o1,4
CCOc1ccccc1N1C(=O)CC(Sc2ccccc2C(=O)O)C1=O (stereo not drawn),-2
O=C(/C=C\c1ccccc1)NC(=S)Nc1ccc([N+](=O)[O-])cc1O,7
CCOc1ccccc1NC(=O)C(C)N1C(=O)c2ccccc2C1=O (stereo not drawn),12
O=C(O)c1ccccc1C(=O)c1ccc(Cl)c(N2C(=O)CCC2=O)c1,-6
O=C(CC(c1ccccc1)c1ccccc1)NCC1OCCc2ccccc21 (stereo not drawn),5

# Five structures from above, arranged by length of the SMILES, rising:
compound,ER stress surv
COc1ccc(C(=O)NCC2CCCO2)cc1I (stereo not drawn),2
Cc1cccc(C(C)C)c1NC(=O)c1cc2ccccc2o1,4
O=C(CC(c1ccccc1)c1ccccc1)NCC1OCCc2ccccc21 (stereo not drawn),5
O=C(O)c1ccccc1C(=O)c1ccc(Cl)c(N2C(=O)CCC2=O)c1,-6
Cc1ccc(OCC(=O)Nc2cc(C(F)(F)F)cc(C(F)(F)F)c2)cc1C,2

# (more compounds)
compound,ER stress surv
Cc1ccc(CC(C)CC(=O)Nc2cc(C)ccc2C)cc1 (stereo not drawn),4
O=C1C(Cl)=CC(=NS(=O)(=O)c2ccccc2)C=C1Cl,-3
CS(=O)(=O)N(Cc1ccc(Cl)cc1)c1ccc(C(=O)NCc2ccco2)cc1,4
COc1ccc(/C=C2\C(=O)N(c3ccc(S(N)(=O)=O)cc3)N=C2C)cc1,-4
COc1ccc(CNc2ccc(N3CCOCC3)cc2)cc1OC,2
COc1ccc(CC(=O)N(C)CC(OC)OC)cc1,5
O=C(Nc1ccc(S(=O)(=O)Nc2nccs2)cc1)c1ccc(F)cc1,10
CCOC(=O)c1c(-n2ncnc2-c2ccc([N+](=O)[O-])cc2)sc2c1CCCC2,7
CSc1ccc(S(=O)(=O)N(CC(=O)Nc2cccc(C)c2)c2ccc(C)cc2)cc1,2
CCc1cc(C)cc(OCCn2cc(C=C3C(=O)NC(=S)NC3=O)c3ccccc32)c1,5
N/C(=N\OC(=O)c1cccc(Cl)c1)c1cccnc1,1
CC1(C)Cc2c(sc(NC(=O)c3ccc(F)cc3)c2C#N)CO1,6

# The list goes on.
compound,ER stress surv
Cc1ccccc1N1C(=O)NC(=O)/C(=C\c2cc(C)n(-c3cccnc3)c2C)C1=O,-1
COc1ccc(-c2nnc(SCc3ccccc3[N+](=O)[O-])n2-c2ccccc2)cc1,14
O=S(=O)(Nc1nc2ccccc2nc1Nc1cccc(O)c1)c1ccc(Cl)cc1,3
CCCC(C)NS(=O)(=O)c1ccccc1[N+](=O)[O-] (stereo not drawn),0
O=C(C1CCCCC1)N(Cc1ccccc1)Cc1ccccc1,14
CCN(CC)c1ccc(/C=C(/C#N)C(=O)Nc2cccc(Br)c2)o1,-2
O=C(Oc1ccc([N+](=O)[O-])cc1)c1ccccc1Cl,14
CC(=O)N1CCc2ccccc2C1CN1C(=O)c2ccccc2C1=O (stereo not drawn),15
O=C(CSc1nc2ccccc2[nH]1)Nc1ccccc1F,1
COC(=O)C1=C(C)N=C2SCCC(=O)N2C1c1ccc(C(C)(C)C)cc1 (stereo not drawn),2
O=S(=O)(NC1c2ccccc2Oc2ccccc21)c1ccc(Cl)cc1,6
CC1CC(N(C(=O)c2cccs2)c2ccccc2)c2ccccc2N1 (stereo not drawn),6

# An excerpt of these results, with each value named.
COc1ccc(C(=O)NCC2CCCO2)cc1I (stereo not drawn)
  ER stress surv: 2

O=S(=O)(Nc1nc2ccccc2nc1Nc1cccc(O)c1)c1ccc(Cl)cc1
  ER stress surv: 3

# (continued)
compound,ER stress surv
COc1cc(/C=C/c2cc(C(F)(F)F)[nH]c(=O)n2)cc(OC)c1OC,11
COc1c(O)ccc(/C=N/NC(=O)C(O)c2ccccc2)c1[N+](=O)[O-] (stereo not drawn),6
CCN(CC)c1ccc(NC(=O)c2ccc(OC)c([N+](=O)[O-])c2)cc1,4
CCOC(=O)COc1ccccc1/C=N/NC(=O)COc1cccc(Br)c1,18
O=C(COc1ccc(Cl)cc1Br)N/N=C/c1cccc(OC(=O)c2ccco2)c1,6
CC(=O)Nc1ccc(OC/C=C(\C)Cl)cc1,4
CCOC(=O)C1=C(c2ccccc2)S/C(=C2/C(=S)C(C)(C)N(C(C)=O)c3ccc(OC)cc32)S1,11
CCC1=NN(C(=O)c2cccnc2)C(O)(c2ccncc2)C1 (stereo not drawn),-3
CCC(CC)C(=O)NC1CCCCCC1,4
CCN(CC)CCc1c(C)[nH]c(C(=O)OCc2ccccc2)c1C,-10
COc1ccccc1OCCCN1CCOCC1,2
Cc1ccc(C(=O)CCNc2ccc(C)c(Cl)c2)o1,0

# Next results follow.
Molecule,ER stress surv
O=C(c1ccccc1Cl)N1CCc2ccccc21,-2
O=C(N/C(=C\c1ccc(-c2ccc(Cl)cc2)o1)C(=O)N1CCOCC1)c1ccccc1,5
CC1=NN(C(=O)c2ccccc2Cl)C(O)(c2ccc(Cl)cc2)C1 (stereo not drawn),13
Cc1ccsc1/C=C(/C#N)c1nc(-c2ccc(Br)cc2)cs1,5
CC(=O)NCCOc1ccc2oc3ccccc3c2c1,4
C1=NC(c2ccccc2)C(c2ccccc2)=NN1 (stereo not drawn),10
O=C(/C=C/c1cccc([N+](=O)[O-])c1)Nc1cccc(-c2nc3ccccc3s2)c1,14
CC(C)CC(=O)N1CCN(Cc2cccc(F)c2)CC1,5
COc1ccc(NC(=O)Cc2ccc(Cl)cc2)cc1OC,5
CCOC(=O)c1ccc(NC(=O)CN(c2cccc(Cl)c2)S(=O)(=O)c2ccccc2)cc1,2
CC(=O)Nc1ccc2oc(-c3cccc(Cl)c3)nc2c1,15
CC(C)COc1ccc(C(=O)Nc2ccc(Cl)cc2Cl)cc1,4
COc1cccc(CN2CCN(C3CCN(Cc4ccccc4)CC3)CC2)c1OC,-7
COc1ccccc1NC(NC(=O)c1ccco1)C(=O)c1ccccc1 (stereo not drawn),15
Fc1ccc(NC(=S)NCCC(c2ccccc2)c2ccccc2)cc1,-2
Cc1ccnc(NC(=O)c2cc(-c3ccc(Cl)s3)nc3ccccc23)c1,0
Cc1ccc(S(=O)(=O)Nc2cc(Sc3nc4ccccc4s3)c(O)c3ccccc23)cc1,-12
COc1ccccc1/C=C/c1nc(O)c([N+](=O)[O-])c(=O)[nH]1,10
COC(=O)c1ccc(/C=C2\SC(=S)N(NC(=O)Cc3ccccc3)C2=O)cc1,2
Cc1nnc(NC(=O)c2cc(-c3cccs3)nc3ccccc23)s1,4
C=CCNC(=S)Nc1nc(C)c(C)s1,16
Cc1ccc2nc(NC(=O)c3c(-c4ccccc4)noc3C)sc2c1,0
COc1ccc(C2OCC3C(C)C=C(C)C2C3C)cc1 (stereo not drawn),5
O=C(O)CCCCCN1C(=O)C(O)=C(C(=O)/C=C/c2ccccc2)C1c1ccc2c(c1)OCO2 (stereo not drawn),-3
O=c1/c(=C/c2ccc([N+](=O)[O-])cc2)sc2nc3ccccc3n12,8

# Continued.
Molecule,ER stress surv
COc1ccccc1N=Cc1c(O)n(-c2ccc(F)cc2)c(=O)[nH]c1=O,-1
CCN1C(=O)/C(=C\c2cccc(OCc3cccc4ccccc34)c2)SC1=S,7
Cc1ccc(-c2csc(-c3cc4ccccc4oc3=O)n2)cc1,3
CCCc1nc2ccccc2n1CC(O)COc1ccc(C)cc1 (stereo not drawn),13
CCN(CC)c1ccc(Nc2nc(-c3sc(N)nc3C)cs2)cc1,72*
COc1ccc(CN2CCN(C3CCC(C)CC3)CC2)c(OC)c1OC (stereo not drawn),1
CCOC(=O)C1=C(C)NC(=S)NC1c1cc(OC)c(OC)c(OC)c1 (stereo not drawn),2
CC(C)(C)c1ccc(/C=C/C(=O)NCc2ccccc2)cc1,6
CC1CCN(S(=O)(=O)c2cc(Cl)ccc2Cl)CC1,-1
CCc1c(C)sc(NC(=O)c2ccc(Cl)cc2)c1C(N)=O,-1
COc1ccc(C(=O)N2CCN(C(=O)c3ccc(-c4ccccc4)cc3)CC2)cc1OC,5
CC(=O)Oc1cccc(NC(=O)c2cccc(C(=O)Nc3cccc(OC(C)=O)c3)c2)c1,-2
COc1ccc([N+](=O)[O-])cc1NC(=O)Cc1ccc(Cl)cc1,9
COC(=O)C1=C(C)N=C2SCCC(=O)N2C1c1cccs1 (stereo not drawn),6
CCC(=O)N1CCN(c2cc(N3CCC(C)CC3)c(F)cc2[N+](=O)[O-])CC1,-5
Cc1ccc(-c2nn(-c3ccccc3)cc2C=C2C(=O)CC(C)(C)CC2=O)cc1,2
CNC(=O)C(=O)NCCN1CCN(C(=O)c2cccc([N+](=O)[O-])c2)CC1,-1
Cc1ccc(NC(=O)COC(=O)c2ccnn2C)cc1,-2
CCOC(=O)N1CCN(C(=S)Nc2ccc3nccnc3c2)CC1,6
CC(=O)c1ccc(NC(=O)c2ccc(N(Cc3ccccc3)S(C)(=O)=O)cc2)cc1,7
COCCNC(=O)Cc1ccc(OC)c(OC)c1,2
O=C(CSCC(=O)N1CCOCC1)Nc1ccccc1,-2
COC(=O)/C(=C\C(=O)c1ccc(Cl)cc1)Nc1ccccc1,2
CS(=O)(=O)N(CC(=O)Nc1ccccc1Cl)c1ccc(Br)cc1,8
CCN(CC)c1ccc(/C=N\N2CCN(c3ccc(Cl)cc3)CC2)cc1,10
CCOC(=O)C1=C(O)/C(=C/c2ccc(O)cc2)SC1=Nc1ccccc1,8
O=C(c1ccccc1Br)N1CCN(c2c(Cl)cccc2[N+](=O)[O-])CC1,2
